Compound activity from PubChem BioAssay.
EPAC2 agonist – agonists of human EPAC2 (RAPGEF4) | Q8WZA2 | Potency, µM (highest dose often 154 µM), without a hit: at the top dose activation, usual class: activators | 360,000 tested, 0.079% active | EPAC2 activation, biochemical qHTS; response scale: 100% = 6.5 mM cAMP response | AID 720711; note: potency is the fitted concentration of half-maximal effect; nearly all actives have a fitted effect of over 50% in size
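Fluorescence exchange assay: 100 nM EPAC2 with 250 nM RAP1B-BODIPY-GDP and 50 uM GDP; compounds tested as a concentration-titration series (qHTS). Loss of Rap1-bound BODIPY-GDP fluorescence read at 480/540 nm; data normalized to 6.5 mM cAMP.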
EPAC1 ag – activates human EPAC1 exchange factor; EPAC1 agonist qHTS, biochemical assay; response scale: 100% = response to 6.5 mM cAMP; Potency, µM (series often up to 154 µM), for inactives: top-dose activation, hits mostly activators; 360,000 tested, 0.073% active; note: potency is the fitted concentration of half-maximal effect; nearly all actives have a fitted effect of over 60% in size
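Nucleotide exchange assay: 100 nM EPAC1 with 250 nM Rap1B loaded with BODIPY-GDP and 50 uM GDP, room temperature. Fluorescence (480/540 nm) read every 5 min for 30 min; signal change normalized to 6.5 mM cAMP as full agonist.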
WRN helicase inh – inhibitors of human WRN helicase. Q14191. WRN helicase unwinding, fluorescent forked duplex, kinetic. 360,000 tested, 0.46% active. Potency, µM (titrated, usually from 114 µM), for inactives: at the top dose activity change, negative = inhibition, most hits filed as inhibitors; note: potency is the fitted concentration of half-maximal effect; % is set by controls: 0 for no effect and ±100 for the full control effect; nearly all actives have a fitted effect of over 55% in size
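Kinetic fluorescence helicase assay: unwinding of a quenched forked DNA duplex (100 nM final) with 2 mM ATP final raises red fluorescence (525/598 nm). Compounds sat 15 min at room temperature with 20 nM WRN beforehand.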
PI5P4K alpha inh – PI5P4K alpha (human) kinase inhibition; P48426; 330,000 tested, 1.2% active; PI5P4Kalpha enzyme, ADP-Glo luminescence, 60 min; hits give low values; max response, %; AID 652105; active = max response of -50% or lower; inconclusive = between -30% and -50%; inactive = -30% or higher; note: value at the top dose of about 77 µM; % is set by controls: 0 for no effect and ±100 for the full control effect
Target sequence (P48426 whole entry, looked up): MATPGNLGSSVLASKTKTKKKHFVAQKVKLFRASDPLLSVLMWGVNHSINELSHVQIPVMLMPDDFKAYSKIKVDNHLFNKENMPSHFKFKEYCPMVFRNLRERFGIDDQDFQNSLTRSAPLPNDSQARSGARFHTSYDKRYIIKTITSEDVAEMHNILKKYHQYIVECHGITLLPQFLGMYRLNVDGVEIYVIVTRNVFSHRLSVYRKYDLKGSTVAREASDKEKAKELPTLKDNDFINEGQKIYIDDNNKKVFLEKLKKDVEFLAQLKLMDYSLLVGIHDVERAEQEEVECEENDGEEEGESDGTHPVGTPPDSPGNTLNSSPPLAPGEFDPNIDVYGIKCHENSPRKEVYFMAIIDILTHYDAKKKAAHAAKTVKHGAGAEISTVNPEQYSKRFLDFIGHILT
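Quantitative HTS of the MLSMR library against PI5P4Kalpha with substrate. ATP added last at 5 microM final; room temperature, 60 minutes. Remaining ATP depleted, ADP converted and read as luminescence.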
CCT modulator – modulators of cytosolic chaperonin (CCT/TRiC) activity. purified chaperonin ATPase assay, HTRF ADP detection, 30 min. activity change, % (test concentration not listed), hits read low. 360,000 tested, 0.3% active; in the data active = activity change below about -30%; note: % is set by controls: 0 for no effect and ±100 for the full control effect
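TRiC (40 or 20 nM final, by batch activity) in 30 mM Tris pH 7.4, 100 mM KCl, 5 mM MgCl2, 1 mM DTT was treated with compound at 76 uM single dose, then 10 uM ATP, 30 min at 37 °C. ADP was read by HTRF Transcreener.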
EPAC1 antagonist – antagonists of human EPAC1; EPAC1 GEF assay, Rap1b-BODIPY-GDP exchange fluorescence; Potency, µM (top dose mostly 115 µM), without a hit: top-dose activity change, negative = inhibition, hits mostly inhibitors; AID 720709; 360,000 tested, 0.14% active; O95398;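 note: potency is the fitted concentration of half-maximal effect; plate controls were vehicle for no effect and positive control for full effect; nearly all actives have a fitted effect of over 50% in size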
IL-2 act – activators of IL-2; IL-2 activation reporter assay, cell-based qHTS; stimulated with anti-CD3/CD4/CD28 beads; in transgenic mouse T cells; activation, % (series mostly up to about 46 µM); 360,000 tested, 0.065% active; AID 652025; in the data active = activation above about 50%; inconclusive = mostly about 30% to 49%; note: 0% is about no effect
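Screening format: compound pinned onto unstimulated transgenic mouse T cells, 60 min incubation, then anti-CD3/anti-CD4/anti-CD28 bead stimulation for 18 hours at 37 degrees C, followed by EGFP and DsRed detection.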
PLK1 PBD inh – inhibitors of human PLK1 polo-box domain binding | P53350 | Plk1 PBD binding of FITC phosphopeptide, fluorescence polarization | Potency, µM, inactives show max response, negative = inhibition, hits mostly inhibitors | 360,000 tested, 2.8% active; note: potency is the fitted concentration of half-maximal effect; series mostly up to about 57 µM; % is set by controls: 0 for no effect and ±100 for the full control effect; nearly all actives have a fitted effect of over 65% in size
Target sequence (P53350 whole entry, looked up, the tested form may be a part): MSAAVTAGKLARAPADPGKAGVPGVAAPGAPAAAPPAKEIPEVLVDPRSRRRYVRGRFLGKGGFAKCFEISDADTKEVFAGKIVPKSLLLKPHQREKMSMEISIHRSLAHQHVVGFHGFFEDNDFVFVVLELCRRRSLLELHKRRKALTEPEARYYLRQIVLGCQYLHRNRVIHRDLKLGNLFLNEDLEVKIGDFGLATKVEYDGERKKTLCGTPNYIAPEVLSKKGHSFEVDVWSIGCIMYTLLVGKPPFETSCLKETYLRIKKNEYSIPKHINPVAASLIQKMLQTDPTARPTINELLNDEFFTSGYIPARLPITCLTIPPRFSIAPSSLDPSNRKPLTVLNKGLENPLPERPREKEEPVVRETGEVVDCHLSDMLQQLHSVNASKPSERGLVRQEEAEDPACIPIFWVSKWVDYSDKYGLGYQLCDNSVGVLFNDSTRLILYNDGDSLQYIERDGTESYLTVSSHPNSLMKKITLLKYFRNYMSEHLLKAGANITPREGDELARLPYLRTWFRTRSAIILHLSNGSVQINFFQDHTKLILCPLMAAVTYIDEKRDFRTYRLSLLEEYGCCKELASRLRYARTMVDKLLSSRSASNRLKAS
The depositor's hits bear a star; ? = inconclusive; nt = not tested or not shown. Unless noted, calls come from the whole dose curve; as a rule, active = well fitted curve in the direction sought with a large enough effect; inconclusive = small, poorly fitted or top-dose-only effect, or another doubt; inactive = no such curve, though single readings can be large; an effect the other way counts as inactive or inconclusive. These rows are one share of the data (hit frequency here may not be typical).

no. | Structure | EPAC2 agonist | EPAC1 ag | WRN helicase inh | PI5P4K alpha inh | CCT modulator | EPAC1 antagonist | IL-2 act | PLK1 PBD inh
1 | COc1ccc(Cl)cc1NC(=S)NNC(=O)C1(C)CC1(Cl)Cl (stereo not given) | 1.3% | -7.9% | -2.3% | -51.7* | -2.9 | -23.9% | 0.0 | ?
2 | c1coc(-c2nnc(SCc3cn4ccccc4n3)o2)c1 | 13.3% | 13.0% | 5.1% | -5.9 | -1.6 | -16.5% | 1.2 | -5.6%
3 | CCN(CC)S(=O)(=O)c1ccc(Cl)c(NC(=O)COC(=O)c2nc3nc(C)cc(C)n3n2)c1 | -5.4% | 6.7% | -2.9% | -9.5 | 0.8 | -11.2% | -0.6 | 2.5%
4 | O=C(Nc1ccc(F)cc1)C(CCc1ccccc1)N1CCN(C(=O)c2ccco2)CC1 (stereo not given) | -2.3% | 2.1% | -4.6% | -6.4 | nt | 0.5% | 1.4 | 2.6%
5 | COc1ccc(CNC(=O)c2sc(=S)n(-c3ccccc3)c2N)cc1 | 1.5% | -12.6% | -11.1% | -19.5 | -0.4 | 10.7% | 3.2 | 13.4µM*
6 | COc1ccccc1OCC(=O)Nc1ccc(C(=O)Nc2ccccc2C(=O)O)cc1 | 1.0% | -11.3% | -3.3% | ? | 2.4 | -20.9% | -1.4 | -6.7%
7 | CC(=O)Nc1ccc(N=Nc2ccccc2)cc1[N+](=O)[O-] | 5.0% | 0.1% | -23.9% | -4.3 | -4.1 | -6.4% | 1.0 | -3.2%
8 | CC(=O)c1ccc(S(=O)(=O)N(C)CC(=O)Nc2cccc(S(=O)(=O)N3CCCC3)c2)cc1 | 12.2% | -3.2% | 2.4% | 3.2 | 1.4 | -21.6% | -0.6 | -6.1%
9 | COc1ccc(/C=C/c2nc(N)nc(-c3ccccc3O)n2)cc1OC | 2.9% | 9.8% | -13.7% | 10.0 | -0.5 | 2.3% | -3.2 | 2.3%
10 | Cn1c(=O)cc(N2CCCCC2)[nH]c1=O | 5.8% | 6.8% | -1.8% | 6.5 | -1.5 | -9.0% | -3.7 | -27.9%
11 | COc1ccc(S(N)(=O)=O)cc1C(=O)NC1CCCc2ccccc21 (stereo not given) | 9.3% | 5.3% | 1.5% | -5.5 | -0.1 | 3.2% | -5.6 | 0.1%
12 | CC(C)N1CCC(N2CCN(Cc3ccc(C#CC(C)(C)O)s3)CC2CCO)CC1 (stereo not given) | 7.4% | -1.3% | -2.0% | 5.4 | -3.0 | -7.0% | -3.5 | -9.8%
13 | O=c1[nH]ncc(N2CCCC2)c1Cl | -2.0% | -6.2% | -3.3% | 6.2 | -0.2 | 1.8% | -2.7 | 1.2%
14 | O=C(NC1CCCCCC1)c1cccc(COCC(F)(F)F)c1 | 2.1% | 13.8% | 2.0% | nt | -1.7 | -3.0% | -1.9 | -0.6%
15 | CS(=O)(=O)Nc1ccccc1C(=O)Nc1cc2c(cc1C(=O)O)OCCCO2 | 7.2% | -2.6% | -3.4% | -5.3 | 0.3 | 14.8% | 0.2 | -7.7%
16 | COC(=O)[C@H]1C[C@H](OC(=O)NC2CC2)[C@@]2(O)CN(S(=O)(=O)c3ccc(C)cc3)CC2[C@H]1C(=O)OC (stereo not given in full) | 4.0% | -26.1% | -12.2% | -3.1 | 2.0 | -17.6% | -2.6 | -5.2%
17 | COc1ccc(C2=NN(C(=O)c3cccs3)C(c3ccc(OC)cc3)C2)cc1 (stereo not given) | 0.7% | 8.2% | -1.5% | 1.0 | 2.1 | -24.8% | -0.5 | -9.0%
18 | CC(C)(C)NC(=O)C(c1ccncc1)N(CC1CCCO1)C(=O)Cn1nnc(-c2ccc(F)cc2)n1 (stereo not given) | 5.6% | -1.7% | -4.4% | 5.3 | 0.0 | -3.9% | 1.2 | -6.8%
19 | O=C(N/N=C/C1=C(N2CCOCC2)C(=C\c2ccccc2)/CC1)Nc1ccccc1 | -6.4% | -1.5% | -13.4% | 17.7 | 0.3 | 9.2% | 0.2 | 4.6%
20 | CC1=C(C(=O)OCC2CCCO2)C(c2ccc(C)o2)C2=C(CC(c3ccc(F)cc3)CC2=O)N1 (stereo not given) | 1.3% | -7.3% | -18.6% | 2.3 | -0.5 | -16.8% | 0.4 | -1.6%
21 | Cc1csc(SCc2nnc(-c3ccc(Cl)cc3)o2)n1 | 1.1% | -4.9% | -2.7% | -8.8 | -0.7 | -6.5% | -0.5 | -5.2%
22 | O=C(CN1C(=O)NC2(CCCC2)C1=O)OCCOc1ccccc1Cl | 4.6% | 3.9% | 0.5% | -2.6 | -0.3 | 3.4% | -3.4 | -0.4%
23 | C=CCn1c(=O)c2ccccc2n2c(SCC(=O)N3CCCc4ccccc43)nnc12 | 3.0% | 15.0% | -11.0% | 0.2 | -4.7 | 8.4% | 0.9 | -4.0%
24 | Cc1ccc(/C=N/NC(=O)c2cccc3ccccc23)o1 | -1.9% | -0.2% | -3.0% | -8.7 | 1.2 | -10.6% | 3.6 | 3.7%
25 | CC(C)c1ccc(NC2CCCN(C(=O)c3ccsc3)C2)cc1 (stereo not given) | -3.3% | -13.8% | 6.4% | 7.7 | -1.4 | 3.9% | -1.0 | -0.8%
26 | FC(F)(F)c1ccc(Cl)c(-n2c(Cc3cccs3)n[nH]c2=S)c1 | 14.4% | 4.4% | -2.3% | -7.5 | -2.2 | -10.4% | 0.6 | -18.4%
27 | Clc1ccc2[nH]cc(-c3nnnn3-c3ccccc3)c2c1 | 10.3% | 22.4% | -9.5% | 20.8 | -2.4 | -18.1% | -1.3 | -4.0%
28 | Cc1ccc(CN(c2ccc(C(=O)N3CCOCC3)cc2)S(C)(=O)=O)cc1 | 21.0% | 5.0% | 1.2% | 2.1 | -1.2 | 5.1% | -0.8 | -3.6%
29 | O=C(NCC1CCCCC1)c1ccc2sc([C@H]3C[C@H](O)[C@@H](CO)O3)nc2c1 | 6.1% | 1.8% | -7.2% | -1.5 | -0.1 | -6.9% | -0.9 | -9.3%
30 | Cc1ccc(-c2cn3nc(C)c(C)nc3n2)cc1 | 6.6% | 3.8% | -35.3% | -10.7 | -0.4 | -18.5% | 0.1 | -21.7%
31 | O=C(NCC(=O)N1CCCCCCC1)c1cccc([N+](=O)[O-])c1 | 3.1% | 12.4% | 1.1% | 2.4 | -0.6 | 2.1% | 1.6 | -4.8%
32 | CN(C)C(=O)C[C@@H]1CC[C@@H](NC(=O)C2CCC2)[C@@H](CO)O1 | 2.0% | 2.2% | -0.5% | 0.3 | nt | -8.7% | 0.0 | 0.0%
33 | Cc1ccc(C)c(-c2nnc(NC(=O)c3ccc([N+](=O)[O-])o3)o2)c1 | -6.3% | -5.5% | -9.3% | -27.3 | -0.1 | -4.3% | -2.7 | -11.3%
34 | Cc1cnc(C(=O)NC2CC(C)(C)Cc3c2cnn3-c2cccc(F)c2)cn1 (stereo not given) | 9.9% | 2.4% | 7.0% | 4.1 | -1.0 | -20.6% | -3.4 | -17.2%
35 | CCOc1cccc(C(=O)NC2CCCCC2)c1 | 2.0% | 2.9% | -0.8% | nt | -3.8 | -0.8% | -0.6 | -5.4%
36 | Cc1ccc(S(=O)(=O)N2CCOCC2)cc1C(=O)NCc1ccccn1 | 8.9% | 13.5% | -5.2% | 0.7 | 1.7 | 9.4% | -0.9 | 6.3%
37 | Cc1ccc(C(=O)NCCNC(=O)c2ccco2)cc1C | 4.6% | 9.4% | 9.9% | 1.2 | 0.5 | 4.4% | -0.1 | -4.2%
38 | CCOC(=O)CNc1nc(C(C)(C)C)nc2c1nnn2Cc1ccccc1Cl | 2.9% | -9.7% | -7.9% | nt | -3.9 | -1.3% | 0.0 | -3.2%
39 | CCN(CC)C(=O)Oc1ccc(Cl)c2cccnc12 | 15.0% | 7.6% | -0.6% | -5.9 | -4.4 | -5.3% | 1.2 | -6.7%
40 | COc1ccc(CC(=O)Nc2ccncc2Cl)cc1 | 6.0% | 0.3% | 3.3% | 2.0 | -2.0 | -2.4% | -2.0 | -2.6%
41 | COCCn1ccc2c(OCC(=O)NCCc3ccc(OC)c(OC)c3)cccc2c1=O | 2.5% | -3.6% | -2.2% | 3.7 | -1.3 | -10.0% | -2.1 | -3.3%
42 | CCCCOC(=O)c1ccc(OC(=O)c2cccnc2)cc1 | 2.3% | 1.7% | 2.4% | 0.4 | -1.8 | -14.5% | 0.8 | -8.1%
43 | CC12CCC(=O)N1C(C(=O)Nc1ccccc1N1CCCCC1)CS2 (stereo not given) | 9.5% | 5.0% | 2.9% | 11.9 | -5.9 | -11.0% | -0.1 | -2.9%
44 | COc1ccccc1N1C(=O)c2ccc(C(=O)Nc3ccc(C(=O)O)cc3)cc2C1=O | 6.3% | 13.7% | 3.6% | -14.3 | -3.3 | -4.8% | 0.1 | -22.0%
45 | O=C(CSc1ccc(-c2ccccc2)nn1)NCc1ccco1 | -1.2% | 1.4% | 5.5% | -8.8 | 1.3 | -3.1% | -0.2 | -20.0%
46 | O=C(c1ccnc(Cl)c1)N1CCCC(Nc2ccc(F)cc2)C1 (stereo not given) | 6.2% | 7.4% | -15.7% | -8.8 | 0.6 | -10.8% | -0.2 | 6.8%
47 | O=C(Nc1cccc(Cl)c1)OCCOc1ccccc1 | 14.2% | 13.3% | -5.4% | 5.1 | -2.5 | -10.1% | -0.9 | -5.2%
48 | O=C(CCN1C(=O)/C(=C/c2ccccc2F)SC1=S)NCCc1ccc(O)cc1 | -2.9% | -9.8% | -4.6% | 10.6 | -1.3 | -9.2% | -3.0 | -0.5%
49 | Cc1onc(C(=O)Nc2c(C)n(C)n(-c3ccccc3)c2=O)c1[N+](=O)[O-] | 2.9% | 8.7% | -0.2% | -7.5 | -1.7 | 14.9% | 2.9 | -10.1%
50 | Clc1ccc2c(c1)c1ccccc1n2CN1CCOCC1 | 18.5% | 28.1% | 0.4% | 31.0 | -4.0 | -13.1% | 0.0 | -12.7%
51 | Cc1cc(C)c(N=C2C(=O)Nc3ccccc32)c(C)c1 | -2.5% | -2.5% | -15.8% | -20.1 | -5.0 | ? | 0.1 | -3.7%
52 | CCCN(Cc1nnc(-c2ccccc2Cl)o1)C(=O)c1cc(S(=O)(=O)N2CCOCC2)ccc1F | 1.9% | -1.2% | -2.3% | -1.2 | 0.5 | -5.2% | -4.0 | 2.7%
53 | O=C(CN1CCN(S(=O)(=O)c2ccc(F)cc2)CC1)Nc1cc(C(F)(F)F)ccc1Cl | -18.0% | -4.3% | -1.8% | 12.6 | 1.3 | -14.2% | -0.5 | -10.4%
